core dimer inh: blocks dimerization of HCV core protein. TR-FRET GST/Flag-core106 dimerization, 1536-well. hit rate 0.33% among 300,000. inhibition, % at 5 µM. AID 1899;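 active = inhibition above the mean of all tested compounds plus 3 SD, set per screening campaign, cut at about 45% in these data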
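Assay system: Tagged HCV core106 pair (GST and Flag) | Buffer or medium: KF-containing HEPES buffer, pH 7.45, DTT, CHAPS, BSA | Also added: Eu donor and XL665 acceptor anti-tag antibodies | Dosing: One concentration, 5 µM, in 0.5% DMSO | Timing: 4 h at 22.5 °C | Technique: TR-FRET 671 and 617 nm emission | Repeats: Singlicate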
CR mimetic SO: caloric restriction mimetics inhibiting age-related superoxide in yeast. S. cerevisiae aged cells, superoxide DHE fluorescence; hits give low values. superoxide response (% of plate mean), % at 10 µM. hit rate 0.18% among 330,000. AID 2690;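 active = superoxide response under a set limit, about three screen SD below normal, cut at about 65% in these data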;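 note: yeast aged for seven days with compound at 30 °C before DHE staining; 100% = average MFI of all compound-treated wells on the plate with controls excluded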
ZTA DNA inh: blocks Epstein-Barr virus ZTA, an EBNA-1 counter-screen; hit rate 0.15% among 320,000; ZTA-DNA binding, fluorescence polarization; inhibition, % at 11 µM; in the data active = inhibition above about 33%
Target sequence (P03206 whole entry, looked up): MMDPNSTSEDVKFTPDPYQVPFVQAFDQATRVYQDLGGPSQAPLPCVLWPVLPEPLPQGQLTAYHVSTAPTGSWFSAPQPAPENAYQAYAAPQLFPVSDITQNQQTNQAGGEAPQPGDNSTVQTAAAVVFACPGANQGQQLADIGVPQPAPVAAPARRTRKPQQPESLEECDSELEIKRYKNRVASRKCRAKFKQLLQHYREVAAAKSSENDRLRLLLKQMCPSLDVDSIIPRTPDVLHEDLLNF
EBNA-1 inh: blocks EBNA-1 binding to DNA; inhibition, % at 14.8 µM; AID 1950; hit rate 0.34% among 300,000; EBNA-1 DNA binding, fluorescence polarization; in the data active = inhibition above about 28%
PP1 counter: blocks human PP1-alpha phosphatase, a PP5 counter-screen. inhibition, % at 6.7 µM. P62136. hit rate 0.9% among 320,000. purified PP1alpha, OMFP fluorescence;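 active = inhibition above the mean inhibition of all tested compounds plus 3 SD, computed separately for each screening campaign, cut at about 15% in these data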
Target sequence (P62136 whole entry, looked up): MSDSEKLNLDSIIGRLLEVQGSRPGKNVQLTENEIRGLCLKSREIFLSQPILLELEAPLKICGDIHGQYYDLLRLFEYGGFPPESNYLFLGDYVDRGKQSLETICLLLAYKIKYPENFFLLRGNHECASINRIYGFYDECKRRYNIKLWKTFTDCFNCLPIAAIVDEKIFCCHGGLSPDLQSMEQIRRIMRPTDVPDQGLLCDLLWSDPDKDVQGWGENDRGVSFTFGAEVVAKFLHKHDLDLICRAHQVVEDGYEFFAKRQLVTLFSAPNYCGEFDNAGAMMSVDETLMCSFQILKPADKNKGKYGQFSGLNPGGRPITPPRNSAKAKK
TPT1 inhibitor: C. albicans TPT1 enzyme inhibition | hit rate 0.81% among 300,000 | inhibition, % at 5 µM | recombinant caTPT1, FP RNA substrate dephosphorylation;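 active = inhibition above the mean of all tested compounds plus 3 SD, set per screening campaign, cut at about 24% in these data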;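 note: plate controls were DMSO alone for no effect and ferristatin control at 100 nM for full effect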
Fh CTSL1 inh: counter-screen for PFM18AAP inhibitors: inhibitors of F. hepatica cathepsin L1. hit rate 0.49% among 300,000. AID 1906. inhibition, % at 5.96 µM. recombinant F. hepatica cathepsin L1, Z-Leu-Arg-MCA fluorescence;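 active = inhibition above the mean of all tested compounds plus 3 SD, set per screening campaign, cut at about 17% in these data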;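 note: 0% = plate median of test compound wells and 100% = 1 µM Z-Phe-Ala-diazomethylketone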
PP5 inh: PP5 (human) phosphatase inhibition | P53041 | purified PP5c, OMFP substrate fluorescence | inhibition, % at 6.7 µM | hit rate 0.18% among 320,000 | AID 1987;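 active = inhibition above the campaign's mean inhibition across all tested compounds plus 3 SD, cut at about 9.5% in these data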;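 note: 0% = DMSO only and 100% = 100 µM cantharidin control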
JMJD2C inh: inhibitors of human GASC-1 (JMJD2C) demethylase; Q9H3R0; GST-JMJD2C(1-420) H3K9me3 demethylation, DELFIA europium; inhibition, % at 2.35 µM; hit rate 0.069% among 330,000;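 active = more than half of a compound's replicate wells show inhibition beyond 50%, single wells judged on their own value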;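 note: signal counts dimethyl H3K9 product captured on neutravidin plate; 0% = median of DMSO wells and 100% = 0.3 times that DMSO median; strong numbers were not always called active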
Target sequence (Q9H3R0 1-420 limits assumed): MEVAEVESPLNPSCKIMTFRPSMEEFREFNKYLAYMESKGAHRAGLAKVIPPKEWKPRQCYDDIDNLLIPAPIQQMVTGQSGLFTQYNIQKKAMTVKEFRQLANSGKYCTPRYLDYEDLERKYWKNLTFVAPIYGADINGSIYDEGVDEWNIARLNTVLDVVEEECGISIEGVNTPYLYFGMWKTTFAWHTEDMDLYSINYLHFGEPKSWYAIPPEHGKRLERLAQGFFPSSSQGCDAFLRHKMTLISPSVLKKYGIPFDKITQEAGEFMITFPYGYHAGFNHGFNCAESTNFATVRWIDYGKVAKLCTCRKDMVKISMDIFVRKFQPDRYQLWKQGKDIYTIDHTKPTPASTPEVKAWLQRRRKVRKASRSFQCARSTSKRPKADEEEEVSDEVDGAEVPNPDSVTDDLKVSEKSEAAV
The depositor's hits bear a star; . = not tested or not shown. No enrichment for hits. About 3.1% of those tested had a hit in this group.

1. COc1ccc(/C=N/NC(=O)c2cccc(COCC(F)(F)C(F)F)c2)cc1
2. CC(NS(=O)(=O)c1ccc(CCC(=O)NCC2CCCO2)cc1)c1ccccc1 (stereo not drawn)
3. CCOC(=O)c1ccc(Cl)c(S(=O)(=O)N2CCCC2)c1
4. CCCC(=O)Nc1cc2c3c(c1)CC(=O)N3CCC2
5. CCOc1ccc(CC(=O)NNC(=O)NC2CCCCC2)cc1
6. O=C(NC1CCN(C(=O)c2cccc([N+](=O)[O-])c2)CC1)c1ccccc1
7. CCOC(=O)CC1C(=O)NCCN1S(=O)(=O)c1ccc(C)cc1 (stereo not drawn)
8. CCOc1ccc(NS(=O)(=O)c2ccc(C(=O)NCC(c3cccs3)N3CCOCC3)cc2)cc1 (stereo not drawn)
9. C=CCSc1cc(C)nc2c(-c3ccc(Cl)cc3)c(C)nn12
10. O=C(CCC(=O)Nc1ccc(F)cc1)N/N=C/c1ccc(F)cc1

assay / entry	1	2	3	4	5	6	7	8	9	10
core dimer inh	-4	-9	-2	-10	-1	-4	-6	-5	1	-15
CR mimetic SO	95	105	102	117	104	116	97	108	113	88
ZTA DNA inh	5	-22	-10	-6	-9	-2	-9	-4	12	-14
EBNA-1 inh	19	-3	-7	-8	-3	-4	-3	3	1	1
PP1 counter	1	-2	-1	1	0	-2	2	-2	-2	4
TPT1 inhibitor	-2	-2	-5	-1	3	-4	6	0	-2	-7
Fh CTSL1 inh	5	-1	2	-2	-2	-7	-2	-1	-2	2
PP5 inh	2.9	2.2	1.3	0.6	-3.1	0.0	2.1	-0.1	2.5	0.6
JMJD2C inh	-9	-6	16	-5	4	4	-1	-2	10	-31

Along the list, from the results shown.
Compounds 1 to 10 in TPT1 inhibitor: -2, -2, -5, -1, 3, -4, 6, 0, -2, -7
Compounds 1 to 10 in CR mimetic SO: 95, 105, 102, 117, 104, 116, 97, 108, 113, 88

Additional structures
11. CCOC(=O)C1(CCCc2ccccc2)CCN(CC(O)CO)CC1 (stereo not drawn)
12. CCc1cc(=O)oc2cc3occ(C)c3cc12
13. COc1cc2c(C(=O)O)c(C)n(-c3ccccc3)c2c2ccccc12
14. CN(C)c1ccc(NC(=O)c2cccc([N+](=O)[O-])c2)c2ccccc12
15. COCCCNC(=S)NNC(=O)c1ccc2c(c1)OCO2
16. O=C1c2ccccc2C(=O)C1c1ccc(Br)cc1
17. O=C(CNC(=O)c1ccccc1)OC1CCCCC1
18. Cn1nnnc1SCc1csc(Nc2ccccc2)n1
19. CC(C)Nc1nc(Oc2ccc(=O)n(-c3ccccc3)n2)nc(N(C)C)n1
20. Cc1nnc(NC(=O)c2oc3c(ccc4ccccc43)c2C)s1

assay / entry	11	12	13	14	15	16	17	18	19	20
core dimer inh	-3	-4	2	-3	0	-14	4	4	0	11
CR mimetic SO	106	86	116	118	97	88	107	89	92	110
ZTA DNA inh	8	-4	-7	-4	6	-1	3	1	9	14
EBNA-1 inh	8	-12	-5	-2	-14	-3	5	-4	4	-5
PP1 counter	-7	-3	6	6	-2	-1	1	-4	-6	-6
TPT1 inhibitor	-6	-1	-3	-1	2	1	-4	7	-2	1
Fh CTSL1 inh	-4	-6	-3	0	1	-5	-3	-4	1	-8
PP5 inh	-2.1	0.6	1.2	-2.5	-1.2	0.1	-0.9	-0.1	0.9	-0.2
JMJD2C inh	5	-10	-4	12	2	-12	-10	-3	10	24

21. CS(=O)(=O)n1nc(-c2ccc(Cl)cc2)nc1SCc1ccccc1
22. CCCCNC(=S)NNC(=O)CCn1nc(C)c(Br)c1C
23. Cc1ccc(-c2nn(CC(=O)NCc3ccccn3)c(=O)c3ccccc23)cc1S(=O)(=O)N(C)C
24. O=C(NCc1ccco1)/C(=C/c1cccnc1)NC(=O)c1ccco1
25. CC1=C(C(=O)OCC2CCCO2)C(c2ccc(Cl)cc2)NC(=O)N1 (stereo not drawn)
26. CC(C)N(Cc1nc(-c2ccccc2)no1)C(=O)CN(C)S(=O)(=O)c1ccccc1
27. CCOC(=O)c1c(NC(=O)C(C)OC(=O)C2=COCCO2)sc2c1CCCC2 (stereo not drawn)
28. CC(C)(C)NC(=O)c1ccc(COc2ccccc2Br)o1
29. Cc1ccc([N+](=O)[O-])cc1NC1CC(O)C(CO)O1 (stereo not drawn)
30. Cc1ccc(C(=O)OC2=CC(=O)CC(C)(C)C2)cc1

assay / entry	21	22	23	24	25	26	27	28	29	30
core dimer inh	0	1	5	-9	-2	-2	.	4	-6	0
CR mimetic SO	101	107	110	93	105	98	126	98	109	79
ZTA DNA inh	15	-9	1	-19	19	-20	1	-17	-9	-6
EBNA-1 inh	4	-11	-14	5	-7	-1	.	-3	3	-2
PP1 counter	5	-3	-2	2	-3	1	-2	-1	1	0
TPT1 inhibitor	-1	3	-4	-3	2	-5	.	-3	-2	-5
Fh CTSL1 inh	0	-5	-2	-3	2	-2	.	2	-4	-13
PP5 inh	3.5	2.1	3.8	1.6	1.2	1.8	2.2	1.2	2.2	-1.9
JMJD2C inh	1	5	-18	4	-7	-4	.	7	11	2

Arranged by length of the SMILES (highest first): 4 of the compounds above.
8. CCOc1ccc(NS(=O)(=O)c2ccc(C(=O)NCC(c3cccs3)N3CCOCC3)cc2)cc1 (stereo not drawn)
6. O=C(NC1CCN(C(=O)c2cccc([N+](=O)[O-])c2)CC1)c1ccccc1
25. CC1=C(C(=O)OCC2CCCO2)C(c2ccc(Cl)cc2)NC(=O)N1 (stereo not drawn)
17. O=C(CNC(=O)c1ccccc1)OC1CCCCC1

assay / entry	8	6	25	17
core dimer inh	-5	-4	-2	4
CR mimetic SO	108	116	105	107
ZTA DNA inh	-4	-2	19	3
EBNA-1 inh	3	-4	-7	5
PP1 counter	-2	-2	-3	1
TPT1 inhibitor	0	-4	2	-4
Fh CTSL1 inh	-1	-7	2	-3
PP5 inh	-0.1	0.0	1.2	-0.9
JMJD2C inh	-2	4	-7	-10

Going on with the list.
31. O=C(O)c1ccccc1C(=O)OCc1c(-c2ccccc2)ncc2ccccc12
32. O=C(CSc1nnc(-c2c[nH]c3ccccc23)o1)c1ccc(-c2ccccc2)cc1
33. COc1ccc(OC)c(S(=O)(=O)N2CCc3ccccc3C2)c1
34. CC(=O)c1ccc(NC(=O)C(C)Sc2nnc(C3CCCCC3)o2)cc1 (stereo not drawn)
35. CSc1ccccc1NC(=O)c1ccc(N2CC3CC(C2)c2cccc(=O)n2C3)c(NC(=O)c2cccnc2)c1 (stereo not drawn)
36. O=C(C1CC(c2ccc(F)cc2)=NO1)N1CCCc2ccccc21 (stereo not drawn)
37. CCOC(=O)Cc1csc(NC(=O)CCCCCN2C(=O)c3ccccc3C2=O)n1
38. Nc1nnc(-c2ccccc2)c(-c2ccccc2)n1
39. O=C(CSCSCC(=O)NCC1CCCO1)NCC1CCCO1 (stereo not drawn)
40. CCN(CCCNC(=O)CCn1c(=O)[nH]c2ccsc2c1=O)c1ccccc1

assay / entry	31	32	33	34	35	36	37	38	39	40
core dimer inh	.	1	-5	1	4	2	-1	3	-3	-2
CR mimetic SO	94	101	102	112	81	106	90	96	84	88
ZTA DNA inh	4	0	-9	7	-3	-9	-6	8	-15	7
EBNA-1 inh	.	1	-3	-6	-7	-10	-9	-12	12	2
PP1 counter	0	5	-8	-1	-2	0	-2	-3	0	-1
TPT1 inhibitor	.	-2	2	0	1	1	0	-2	-4	-2
Fh CTSL1 inh	.	3	0	2	0	0	1	1	-1	0
PP5 inh	-0.9	1.1	-5.4	2.0	-1.6	3.0	1.1	3.5	0.3	-1.8
JMJD2C inh	-4	-7	-4	2	5	6	-3	15	-3	-4

41. Cc1onc(-c2c(F)cccc2Cl)c1C(=O)NCc1ccc(F)cc1
42. C=CCn1c(Cc2cccs2)nnc1SCC(=O)NCc1ccco1
43. COc1cccc(CCNC(=O)COc2cccc3c2OC(C)(C)C3)c1
44. O=C(c1ccccc1)n1nnc2ccccc21
45. C[C@H](NC(=O)c1ccc(Cl)c(S(=O)(=O)N2CCOCC2)c1)c1nc2ccccc2[nH]1
46. COCc1[nH]nc2c1C(c1c(F)cccc1Cl)C(C#N)=C(N)O2 (stereo not drawn)
47. Clc1ccc(-n2c(SC/C=C/c3ccccc3)nnc2-c2cccnc2)cc1
48. CCc1ccc(N2CC(C(=O)Nc3cc(C)ccc3F)CC2=O)cc1 (stereo not drawn)
49. N#Cc1ccc(OCc2noc(-c3ccsc3)n2)cc1
50. CCCC(C)C(=O)Nc1nc(C)c(-c2csc(Nc3cc(OC)ccc3OC)n2)s1 (stereo not drawn)

assay / entry	41	42	43	44	45	46	47	48	49	50
core dimer inh	-10	12	-3	0	.	4	8	5	1	-8
CR mimetic SO	79	106	90	109	94	102	112	102	102	100
ZTA DNA inh	-15	16	9	-8	3	-7	3	-1	-6	-10
EBNA-1 inh	-3	4	-7	-10	.	-3	1	-4	-4	-6
PP1 counter	-3	6	-4	-1	-5	-2	6	-3	-5	4
TPT1 inhibitor	-5	4	-5	0	.	3	8	1	1	4
Fh CTSL1 inh	2	-2	-13	0	.	-1	3	0	-2	-1
PP5 inh	0.8	0.7	0.4	-2.0	0.6	1.1	4.8	1.4	-0.9	6.2
JMJD2C inh	16	7	4	6	9	4	-6	7	7	9

51. O=C(NCCN1CCCC1)c1ccc2c(c1)N(Cc1ccc(F)cc1)C(=O)c1ccccc1S2=O (stereo not drawn)
52. CCOC(=O)NNC(=S)Nc1c(C)n(C)n(-c2ccccc2)c1=O
53. O=C(NCCCN1CCOCC1)c1ccc(S(=O)(=O)N2CCOCC2)cc1
54. c1csc(C2=NNC(=NC3CCCCC3)SC2)c1
55. CCCC[C@@H]1C[C@H]1[C@@H](NC(=O)c1ccco1)c1ccc(C(=O)OC)cc1
56. FCCCOc1ccc(CN2CCN(c3ccccc3F)CC2)cc1
57. CCN(CC)C(=O)c1ccc(N)cc1
58. Cc1cc(N2CCCC2)nc(SCC(=O)c2ccccc2)n1
59. Cc1onc(-c2ccccc2)c1C(=O)Nc1ccc(NC(=O)c2c(-c3ccccc3)noc2C)cc1
60. O=C(O)c1ccc(-c2noc(-c3ccccc3F)n2)cc1
61. COc1ccc(CNC(=O)COC(=O)c2c(NC(C)=O)sc(C)c2C)cc1
62. N#C/C(=C(/O)COC(=O)CSc1ccc(Cl)cc1)c1nc2ccccc2[nH]1
63. CCN1C(=O)c2c(C)nc3ccccc3c2C1=O

assay / entry	51	52	53	54	55	56	57	58	59	60	61	62	63
core dimer inh	-1	2	-5	3	21	-5	-5	-4	23	-1	.	13	2
CR mimetic SO	107	101	96	99	91	108	98	111	99	.	108	100	185
ZTA DNA inh	5	-4	-12	-4	10	-25	-27	-9	10	2	11	13	-4
EBNA-1 inh	-14	12	1	-1	7	-12	1	2	2	-15	.	12	0
PP1 counter	-2	-5	0	0	-1	3	-5	-1	-3	0	1	6	1
TPT1 inhibitor	4	-1	0	-2	1	-3	-2	-2	-3	0	.	8	-1
Fh CTSL1 inh	1	-1	-3	-6	-1	-4	-1	0	-4	1	.	2	0
PP5 inh	2.4	-3.1	2.3	1.7	3.8	1.5	-1.6	0.5	2.1	3.8	0.3	1.2	1.0
JMJD2C inh	0	-6	1	8	5	-18	8	-2	5	8	14	23	-2
